Bioassay records as filed in PubChem.
Mtb UGM inh: M. tuberculosis UGM enzyme inhibitors, primary screen, biochemical, fluorescence polarization, single point; hit rate 0.06% among 320,000; purified UGM, fluorescence polarization probe displacement; UDP-galactopyranose mutase (Mycobacterium tuberculosis (strain ATCC 25618 / H37Rv)), …; inhibition, % at 10 µM; in the data active = inhibition above about 10%, passing the limit was not always enough
Target sequence (P9WIQ1 whole entry, looked up): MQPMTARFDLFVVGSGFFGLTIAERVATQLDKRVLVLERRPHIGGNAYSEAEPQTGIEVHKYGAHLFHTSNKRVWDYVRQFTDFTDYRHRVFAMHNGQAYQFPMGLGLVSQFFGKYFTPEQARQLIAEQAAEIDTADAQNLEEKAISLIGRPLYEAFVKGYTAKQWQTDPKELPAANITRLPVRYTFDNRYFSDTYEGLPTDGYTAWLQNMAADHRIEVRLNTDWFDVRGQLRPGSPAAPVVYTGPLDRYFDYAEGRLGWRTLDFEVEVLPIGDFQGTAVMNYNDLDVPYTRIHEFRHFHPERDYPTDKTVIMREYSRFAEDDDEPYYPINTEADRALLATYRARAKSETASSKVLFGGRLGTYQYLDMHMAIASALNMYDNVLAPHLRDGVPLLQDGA
GDH-TPI inh: GDH-TPI coupling enzyme inhibitors, primary screen, artefact control for M. tuberculosis FBA inhibitor project, biochemical, absorbance, full deck; GDH-TPI coupled enzyme counterscreen, NADH absorbance; inhibition, % at 4.8 µM; hit rate 1.2% among 360,000; in the data active = inhibition above about 30%;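 also: 0% = DMSO wells and 100% = wells lacking the enzyme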
TcdB GH inh: TcdB glycohydrolase inhibitors, primary screen, biochemical, single point, plate reader. inhibition, % at 9.99 µM. AID 652162, 2013. TcdB glycohydrolase enzymatic assay. hit rate 0.24% among 350,000; in the data active = inhibition above about 10%
PfHsp40 yeast: rescue of yeast from PfHsp40 toxicity, primary screen, S. cerevisiae, ATP luminescence. AID 504582, 2011. hit rate 0.68% among 340,000. growth rescue, % at 12.5 µM. S. cerevisiae expressing PfHsp40, growth rescue; in the data active = growth rescue above about 28%, passing the limit was not always enough;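 also: yeast W303a lacking pdr1 and pdr3 grown in galactose medium; growth measured after three days at 30 °C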
Mtb BioA inh: M. tuberculosis BioA enzyme inhibitors, primary screen, biochemical, plate reader, single point, HTS | 7,8-diaminopelargonic acid synthase BioA (Mycobacterium tuberculosis) | purified M. tuberculosis BioA enzyme | inhibition, % at 9.99 µM | hit rate 0.096% among 360,000; in the data active = inhibition above about 40%
Mtb FBA inh: Mtb FBA enzyme inhibitors, primary screen, biochemical, fluorescence, strain H37Rv | Fructose-bisphosphate aldolase (Mycobacterium tuberculosis (strain ATCC 25618 / H37Rv)), … | purified M. tuberculosis FBA, fluorescence read-out | inhibition, % at 1 µM | hit rate 2.3% among 360,000; in the data active = inhibition above about 27%;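 also: 0% = vehicle and 100% = reference inhibitor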
Target sequence (P9WQA3 whole entry, looked up): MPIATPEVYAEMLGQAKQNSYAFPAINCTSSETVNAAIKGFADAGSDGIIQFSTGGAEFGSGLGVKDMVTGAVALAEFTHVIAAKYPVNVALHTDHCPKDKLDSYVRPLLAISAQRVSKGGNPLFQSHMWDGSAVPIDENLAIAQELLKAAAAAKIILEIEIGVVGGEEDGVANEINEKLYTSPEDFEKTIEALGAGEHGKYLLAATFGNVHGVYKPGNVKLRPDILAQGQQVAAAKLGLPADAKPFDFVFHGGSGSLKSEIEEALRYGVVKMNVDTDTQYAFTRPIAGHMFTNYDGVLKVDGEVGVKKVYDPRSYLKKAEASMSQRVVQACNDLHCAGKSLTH
FadD28 FP inh: inhibitors of FadD28 bisubstrate probe binding, primary screen, biochemical, fluorescence polarization, single point | inhibition, % at 12.5 µM | hit rate 0.22% among 360,000; in the data active = inhibition above about 8.5%, passing the limit was not always enough
Yp Topo-I inh: Yersinia pestis topoisomerase I inhibitors, primary screen, biochemical, cleavage product accumulation, plate reader, single point; DNA topoisomerase I (Yersinia pestis CO92); Y. pestis Topo-I cleavage product accumulation; activity, % at 10 µM; hit rate 0.064% among 360,000; in the data active = activity above about 50%, passing the limit was not always enough; also: inactives centre near 2
Vc quorum ag: inducers of Vibrio cholerae quorum light production without autoinducers, primary screen, BH1578 luxS cqsA deficient, single point; V. cholerae BH1578 lux reporter, luminescence, 6 h; activation, % at 18.7 µM; hit rate 0.16% among 350,000; in the data active = activation mostly above about 9.7%, no sharp cut-off; also: not every result past the cut was called active; inactives centre near 0; reference of the scale not given here
* marks the source's active call; other numbers are inactive results; i = inactive; . = not tested or not shown; & = joins results of further samples.

SMILES	Mtb UGM inh	GDH-TPI inh	TcdB GH inh	PfHsp40 yeast	Mtb BioA inh	Mtb FBA inh	FadD28 FP inh	Yp Topo-I inh	Vc quorum ag
C=CCn1c(=O)c2ccccc2n2c(SC(C)C(N)=O)nnc12 (stereo not drawn)	3.6	3	1.3	-1.6	0.2	0	-4.4	-3	i
CS(=O)(=O)c1ccc(C(=O)OCc2nnc(-c3ccc(Cl)cc3)o2)cc1[N+](=O)[O-]	-2.7	3	.	0.3	.	87*	-1.5	17	-0.3
COc1ccc(OC)c2[nH]c(=O)c(CCNS(=O)(=O)c3ccc(C)cc3)cc12	1.9	11	.	1.1	-1.3	3	-3.0	7	-0.5
Cc1noc(C)c1S(=O)(=O)Nc1cc(C(F)(F)F)ccc1N1CCOCC1	0.3	1	-0.4	2.1	.	1	-1.8	-3	-0.4
COc1ccc(C)cc1S(=O)(=O)NCc1ccccn1	.	9	-2.8	.	0.0	5	0.3	-6	-0.4
CCN(CC)CCN1C(=O)C(=O)/C(=C(/O)c2c(C)[nH]c(C(=O)OC)c2C)C1c1ccccc1 (stereo not drawn)	-0.8	8	.	-1.2	0.7	0	-0.8	21	-0.3
Cc1nn(C)c(Cl)c1CN1CCC(CO)(CCOc2ccccc2)CC1	2.3	16	0.7	1.6	-1.4	4	-1.2	8	i
O=C(CN1C(=O)NC2(CCCCC2)C1=O)Nc1ccc(Cl)cc1	2.6	7	1.7	-0.3	-0.2	2	-1.8	-1	i
O=C(Nc1ccccc1C(=O)OCC(=O)N1CCc2ccccc2C1)c1ccco1	-0.5	4	.	2.5	1.2	-1	-1.3	29	0.6
CCOc1ccccc1OCC(=O)NCCc1ccc(S(N)(=O)=O)cc1	-0.7	-7	0.8	-0.7	.	-2	-3.1	-1	-2.0
Fc1ccc(-c2nnc3sc(C4COc5ccccc5O4)nn23)cc1 (stereo not drawn)	1.2	14	.	-0.3	-0.7	1	-3.8	0	-0.2
COCCn1c(SCC(=O)c2ccc3c(c2)OCCO3)nnc1C(C)C	-1.5	13	.	-0.1	4.0	-1	-0.1	0	i
N#CCCN(C(=O)Cn1nc(C(=O)O)c2ccccc2c1=O)c1ccccc1	1.5	0	0.4	1.3	-0.3	1	-5.7	-3	i
O=C(O)c1ccc(/C=N/NC(=O)c2cc3c(ccc4ccccc43)o2)cc1	0.7	57*	1.2	-0.8	-0.7	-2	-3.1	2	-0.4
O=C(CCN1C(=O)C2C3CCC(C3)C2C1=O)OCC(=O)c1ccc(Br)cc1 (stereo not drawn)	-0.5	1	-3.7	0.6	-0.8	3	0.6	3	-0.4
CNC(=O)C1Cc2ccccc2CN1S(=O)(=O)c1cccs1 (stereo not drawn)	-0.2	2	.	12	0.8	-2	-3.8	2	-0.4
CC1(C(=O)NS(=O)(=O)c2cccc(Cl)c2)CCN1C(=O)Cc1ccccc1 (stereo not drawn)	.	-2	0.1	.	-1.5	-4	-3.0	16	-0.8
CCOC(=O)C1=CCN(S(=O)(=O)c2cccc(Cl)c2)C1c1cccc(C)c1 (stereo not drawn)	.	.	2.2	.	2.0	3	-20	.	.
C/C(CCc1ccco1)=N\NC(=O)CNc1cccc2ccccc12	0.3	9	2.1	0.1	-4.2	17	2.4	-9	-5.6
O=S(=O)(c1cccs1)N1CCCCC1	.	2	1.0	.	0.5	0	-0.6	0	i
COc1nc(NCc2ccc(Cl)cc2)nc(OC)n1	-2.3	3	.	4.0	-0.7	-3	-0.6	5	i
CCCC(C)NS(=O)(=O)c1ccccc1 (stereo not drawn)	3.0	1	.	-1.6	-1.4	3	-0.2	1	-11
CCCCCn1c(=O)[nH]c2cc(C(=O)N3CCN(C(=O)OCC)CC3)ccc2c1=O	-4.4	-2	1.6	-1.4	-1.9	0	-2.6	-2	-0.1
O=C1C2ON(c3ccccc3)C(c3cccnc3)C2C(=O)N1Cc1ccccc1 (stereo not drawn)	0.1	-2	.	0.6	0.6	2	-0.4	-5	-0.3
Cc1ccc(O)c(C(CC(=O)NCc2cccnc2)c2ccccc2)c1 (stereo not drawn)	-1.6	8	0.1	1.1	.	-3	-5.0	8	1.0
Cn1c(N)c(C(=O)Nc2ccc3ccccc3c2)sc1=S	-0.6	12	.	-0.7	-1.1	1	0.1	10	0.3
N#Cc1nc(Nc2cc(F)cc(F)c2)c2ncn(CC(F)F)c2n1	2.9	8	2.3	-0.8	-2.7	3	-7.3	-2	-0.3
O=CNc1cc(-c2ccoc2)cn2c(-c3ccc(F)cc3)cnc12	.	11	0.7	.	-0.9	1	-0.7	7	0.2
COc1ccc(N2CC(C(=O)NCCc3ccc(OC)c(OC)c3)CC2=O)cc1 (stereo not drawn)	-0.5	1	.	-0.9	.	2	-0.1	-7	i
COc1ccc(Br)cc1S(=O)(=O)N1CCCc2ccccc21	-2.9	3	0.4	0.4	-1.0	0	-2.6	11	i
O=C(Nc1cc(N2CCCCC2)ncn1)c1ccccc1	0.2	-2	0.9	0.3	.	-6	-3.3	-13	-0.2
COc1ccc(OC)c(NC(=O)CSc2nnc(N)s2)c1	-1.2	-11	.	-1.3	1.1	-2	-3.0	4	-17
CCO[C@H]1OC(C(=O)Nc2ccccc2)=C[C@@H](c2ccc(Br)cc2)[C@@H]1CCCO	-1.3	-14	-0.1&1.4	6.3	-0.8&-1.7	2	-5.0	3	0.8
COC(=O)c1sccc1NC(=O)Nc1cc(C)ccc1C	-0.4	6	1.2	0.8	.	3	-0.8	0	i
O=C(NCCCN1CCOCC1)c1c(F)cccc1F	-1.2	-6	0.9	-1.4	-2.0	-3	-4.4	3	i
O=C(NCc1ccncc1)c1cc(C(=O)C2CCCCC2)c[nH]1	2.2	-1	1.0	-0.4	-4.4	0	-0.3	-3	i
CCOCCCNC(=O)CN1N=C(c2ccc(C)cc2)CCC1=O	-3.7	-1	-0.2	-1.5	0.1	3	-1.0	0	i
CCc1ccccc1NC(=O)CN(C)C(=O)CSc1nc2cc(Cl)ccc2s1	-1.6	0	.	-0.5	.	-2	-1.5	28	-0.2
CC(=O)N[C@@H](C)C(=O)OC(C)C(=O)Nc1cccc([N+](=O)[O-])c1 (stereo partly drawn)	.	5	0.8	-0.1	.	4	-3.7	3	-0.9
CCOC(=O)Cc1csc(NC(=O)c2ccc(S(=O)(=O)N3CCCC3)cc2)n1	-2.6	9	0.2	-0.5	0.1	-4	-4.0	-10	-0.4
S=c1[nH]nc(-c2ccco2)n1/N=C/c1ccc(Cl)c(Cl)c1	4.0	15	.	3.9	.	-1	-1.3	-3	-0.2
CC(C)(C)CC(C)(C)NCC(=O)Nc1c2c(nc3ccccc13)CCC2	1.6	1	0.1	0.0	0.1	-1	-1.8	17	-0.5
NS(=O)(=O)c1ccc(CCNC(=O)Cc2c[nH]c3ccccc23)cc1	0.7	-4	0.6	-1.4	12	-2	-1.0	-10	0.0
CCn1c(-c2cc(Br)ccc2O)n[nH]c1=S	2.3	5	1.5	0.2	-1.6	4	-0.9	-14	i
Cc1ccc2nsnc2c1S(=O)(=O)N(Cc1cc2cccc(C)c2[nH]c1=O)CC1CCCO1 (stereo not drawn)	0.3	10	.	-0.8	-1.3	-1	-0.7	-1	i
CCn1c(C)c(C)c2cc(C(=O)N3CCN(c4cccc(C)c4C)CC3)ccc21	-0.8	-2	1.0	-0.5	-1.3	3	-1.2	30	-2.5
CCCCOc1ccc(OCCSc2nc3ccccc3n2CC(=O)O)cc1	4.1	-1	0.5	2.0	-0.4	-1	0.5	16	-0.6
O=C(O)CCCCCNS(=O)(=O)c1cccc2c1C(=O)c1ccccc1C2=O	0.5	3	0.1	-0.5	.	-2	-0.1	2	-0.2
COc1ccc(NC(C)=O)cc1S(=O)(=O)N1CCn2cccc2C1C (stereo not drawn)	2.3	11	1.9	-0.3	1.4	3	-2.6	-6	-2.0
CCOc1cc(CNc2ccc(N3CCOCC3)cc2)cc(Br)c1OCC	0.5	0	.	0.0	.	1	-1.5	43	i
CC(C)Cc1nnc(NC(=O)c2ccc(S(=O)(=O)N3CCCC3)cc2)s1	.	8	2.2	-0.2	-2.1	-1	0.1	-3	-0.2
Cc1cc(Br)ccc1OCC(=O)NNC(=O)C(=O)Nc1ccccc1	-2.8	1	0.6	-1.4	.	-1	0.1	11	2.8
Cc1ccc(SC[C@H](c2ccccc2)N2CCN(C)CCC2=O)cc1	.	-2	.	-1.6	1.4	-1	-3.1	0	-0.4
COC(=O)CC(NC(=O)CN1CCN(c2ccc(F)cc2)CC1)c1cccc(F)c1 (stereo not drawn)	-2.2	-6	0.6	0.8	-0.5	-1	-4.0	12	-1.1
CCc1cc(S(=O)(=O)N2CCN(C(=O)c3ccco3)CC2)ccc1OC	1.0	3	-0.2	0.6	3.5	-2	-2.0	15	0.2
O=C(CN1C(=O)NC(c2ccccc2)(c2ccccc2)C1=O)NC1CCCC1	1.2	-7	1.1	-1.1	0.1	-3	-2.2	-9	i
COC(=O)c1c(NC(=O)CN2CCN(c3ncccn3)CC2)sc(C(N)=O)c1C	4.7	10	-0.1	-1.2	1.2	1	-0.5	11	i
COc1ccccc1N1CCN(C(=O)c2cc(=O)c3ccc(C)cc3o2)CC1	2.2	2	1.2	2.1	3.2	4	-1.8	17	-6.7
O=c1[nH]c(C2C3CC4CC(C3)CC2C4)nc2ccccc12 (stereo not drawn)	-0.1	0	0.8	0.2	.	-2	-0.1	1	i
c1ccc(CNc2ncnc3c2oc2ccccc23)nc1	-1.2	12	.	0.4	-1.5	1	-1.3	1	i

Look-ups from the list:
Entry of CCc1cc(S(=O)(=O)N2CCN(C(=O)c3ccco3)CC2)ccc1OC in FadD28 FP inh: -2.0
Entry of COc1ccccc1N1CCN(C(=O)c2cc(=O)c3ccc(C)cc3o2)CC1 in Vc quorum ag: -6.7
Entry of CCCCOc1ccc(OCCSc2nc3ccccc3n2CC(=O)O)cc1 in GDH-TPI inh: -1
Entry of CC(C)Cc1nnc(NC(=O)c2ccc(S(=O)(=O)N3CCCC3)cc2)s1 in TcdB GH inh: 2.2
Entry of COc1ccc(NC(C)=O)cc1S(=O)(=O)N1CCn2cccc2C1C (stereo not drawn) in Vc quorum ag: -2.0

4 successive records already listed, for reference:
SMILES	Mtb UGM inh	GDH-TPI inh	TcdB GH inh	PfHsp40 yeast	Mtb BioA inh	Mtb FBA inh	FadD28 FP inh	Yp Topo-I inh	Vc quorum ag
COC(=O)c1c(NC(=O)CN2CCN(c3ncccn3)CC2)sc(C(N)=O)c1C	4.7	10	-0.1	-1.2	1.2	1	-0.5	11	i
COc1ccccc1N1CCN(C(=O)c2cc(=O)c3ccc(C)cc3o2)CC1	2.2	2	1.2	2.1	3.2	4	-1.8	17	-6.7
O=c1[nH]c(C2C3CC4CC(C3)CC2C4)nc2ccccc12 (stereo not drawn)	-0.1	0	0.8	0.2	.	-2	-0.1	1	i
c1ccc(CNc2ncnc3c2oc2ccccc23)nc1	-1.2	12	.	0.4	-1.5	1	-1.3	1	i

Other entries:
SMILES	Mtb UGM inh	GDH-TPI inh	TcdB GH inh	PfHsp40 yeast	Mtb BioA inh	Mtb FBA inh	FadD28 FP inh	Yp Topo-I inh	Vc quorum ag
CC(C)c1ccc(NC(=S)NC2CCCCCC2)cc1	4.6	1	3.8	8.4	.	4	-1.5	18	-0.3
CSC(=NCc1ccco1)NC#N	-1.7	-3	-0.1	-2.2	.	2	-1.3	1	i
COc1ccc(Br)cc1/C=C/C(=O)c1ccc(NC(C)=O)cc1	1.4	20	0.3	0.6	.	-2	-4.6	-2	i
Cc1cc(=O)n(C)c2ccc(S(=O)(=O)N3CCOCC3)cc12	0.9	4	1.0	0.4	0.0	0	0.1	3	i
